# Efflux pump inh – inhibitors of Candida efflux pumps in yeast, primary screen, S. cerevisiae, Nile Red, multiplex. S. cerevisiae Candida pump triplex. inhibition, % at 10 µM. hit rate 0.44% among 330,000. AID 485275, 2010;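 active = plate passing quality check with inhibition over a set limit, or well fluorescence over plate mean plus 4 SD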;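 also: Nile Red retained in pooled yeast measured as flow cytometry median fluorescence; 0% = buffer negative control and 100% = Enniatin B positive control; higher means more Nile Red kept so more efflux inhibition; some compounds called inactive have numbers as strong as hits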
# HCV core dimer – inhibitors of HCV core protein dimerization, primary screen, biochemical, TR-FRET, high-throughput. inhibition, % at 5 µM. TR-FRET GST/Flag-core106 dimerization, 1536-well. hit rate 0.33% among 300,000;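 active = inhibition above the mean of all tested compounds plus 3 SD, set per screening campaign, cut at about 45% in these data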
#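 test system = GST/Flag-tagged HCV core106 proteins | probe or stimulus = Eu donor and XL665 acceptor anti-tag antibodies | times = compound-protein-antibody incubation 4 h at 22.5 °C | signal = TR-FRET, excitation 340 nm, emission 617 and 671 nm | measure = percent inhibition of core106 dimerization signal | controls = wells lacking GST-core106 and wells with excess unlabelled core106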
# JMJD2C inh – inhibitors of GASC-1 histone demethylase, primary screen, biochemical, fluorescence, DELFIA europium | Lysine-specific demethylase 4C (Homo sapiens), Q9H3R0 | GST-JMJD2C(1-420) H3K9me3 demethylation | inhibition, % at 2.35 µM | hit rate 0.069% among 330,000 | AID 2099, 2009;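 active = more than half of a compound's replicate wells show inhibition beyond 50%, single wells judged on their own value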;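 also: signal counts dimethyl H3K9 product captured on neutravidin plate; 0% = median of DMSO wells and 100% = 0.3 times that DMSO median; strong numbers were not always called active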
# Target sequence (Q9H3R0 1-420 limits assumed): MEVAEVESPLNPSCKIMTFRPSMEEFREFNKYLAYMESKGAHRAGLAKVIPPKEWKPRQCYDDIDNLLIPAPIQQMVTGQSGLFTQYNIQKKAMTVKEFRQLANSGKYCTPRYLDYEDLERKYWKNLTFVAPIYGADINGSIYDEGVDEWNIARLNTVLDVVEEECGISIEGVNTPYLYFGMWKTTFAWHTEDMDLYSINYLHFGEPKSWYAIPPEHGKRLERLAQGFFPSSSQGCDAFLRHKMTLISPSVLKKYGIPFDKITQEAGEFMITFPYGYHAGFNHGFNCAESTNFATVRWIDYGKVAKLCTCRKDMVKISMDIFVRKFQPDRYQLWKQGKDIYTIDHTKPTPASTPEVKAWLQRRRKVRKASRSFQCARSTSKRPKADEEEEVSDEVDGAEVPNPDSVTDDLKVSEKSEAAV
# TPT1 inh – Candida albicans TPT1 enzyme inhibitors, primary screen, biochemical, fluorescence polarization; tRNA 2'-phosphotransferase TPT1 (Candida albicans SC5314); recombinant caTPT1, FP RNA substrate dephosphorylation; inhibition, % at 5 µM; hit rate 0.81% among 300,000;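 active = inhibition above the mean of all tested compounds plus 3 SD, set per screening campaign, cut at about 24% in these data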;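 also: plate controls were DMSO alone for no effect and ferristatin control at 100 nM for full effect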
# PP5 inh – PP5 phosphatase inhibitors, primary screen, biochemical, fluorescence | hit rate 0.18% among 320,000 | AID 1987, 2009 | purified PP5c, OMFP substrate fluorescence | Serine/threonine-protein phosphatase 5 (Homo sapiens), P53041 | inhibition, % at 6.7 µM;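 active = inhibition above the campaign's mean inhibition across all tested compounds plus 3 SD, cut at about 9.5% in these data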;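 also: 0% = DMSO only and 100% = 100 µM cantharidin control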
# proCasp3 act – activators of human procaspase-3 D3A mutant, primary screen, biochemical, absorbance, PC-3 D3A mutant, single concentration | Caspase-3 (Homo sapiens), P42574 | recombinant procaspase-3 D3A, Ac-DEVD-pNA absorbance 405 nm | activation, % at 8.5 µM | hit rate 0.11% among 330,000 | AID 463141, 2010;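 active = activation above the mean of all tested compounds plus 3 SD, cut at about 21% in these data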;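 also: 0% = DMSO alone and 100% = DMSO wells spiked with extra 5 µM PC-3 D3A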
#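 System: Procaspase-3 D3A mutant. Medium: Zinc-free 300 mM NaCl, 50 mM HEPES, 0.01% Triton X-100. Schedule: 1 h preincubation plus 2 h reaction at 25 °C. Measured by: 405 nm absorbance of p-nitroaniline, reads at 0 and 120 min. Read-out: percent activation relative to control range.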
# PP1 counter – PP1-alpha phosphatase inhibitors, primary screen, counter-screen for PP5 inhibitor project, biochemical, fluorescence, OMFP substrate, single point | Serine/threonine-protein phosphatase PP1-alpha catalytic subunit (Homo sapiens), P62136 | purified PP1alpha | inhibition, % at 6.7 µM | hit rate 0.9% among 320,000;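 active = inhibition above the mean inhibition of all tested compounds plus 3 SD, computed separately for each screening campaign, cut at about 15% in these data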
# Target sequence (P62136 whole entry, looked up): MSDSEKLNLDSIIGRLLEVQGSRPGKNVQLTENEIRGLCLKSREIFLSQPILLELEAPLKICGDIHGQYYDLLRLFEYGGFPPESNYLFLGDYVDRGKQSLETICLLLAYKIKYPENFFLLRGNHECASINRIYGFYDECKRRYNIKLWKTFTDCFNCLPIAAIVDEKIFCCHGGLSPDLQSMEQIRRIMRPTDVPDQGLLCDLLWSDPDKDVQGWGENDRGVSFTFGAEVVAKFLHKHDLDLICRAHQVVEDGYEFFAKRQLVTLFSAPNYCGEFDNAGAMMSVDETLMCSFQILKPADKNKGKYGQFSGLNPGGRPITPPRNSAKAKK
# Fh CTSL1 inh – Fasciola hepatica cathepsin L1 inhibitors, primary screen, counter-screen for PFM18AAP inhibitor project, biochemical, QFRET, fluorogenic peptide substrate | recombinant F. hepatica cathepsin L1, Z-Leu-Arg-MCA fluorescence | inhibition, % at 5.96 µM | hit rate 0.49% among 300,000 | AID 1906, 2009;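 active = inhibition above the mean of all tested compounds plus 3 SD, set per screening campaign, cut at about 17% in these data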;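 also: 0% = plate median of test compound wells and 100% = 1 µM Z-Phe-Ala-diazomethylketone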
# proCasp7 act – procaspase-7 activators, primary screen, counter-screen for procaspase-3 activator project, biochemical, absorbance, HTS, human | Caspase-7 (Homo sapiens), P55210 | recombinant procaspase-7, Ac-DEVD-pNA absorbance 405 nm; D23A/D198A/D206A triple mutant, cannot self-cleave; scale: DMSO 0, 5 µM enzyme 100 | activation, % at 8.5 µM | hit rate 0.093% among 330,000;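 active = percent activation above the screen-wide mean plus 3 SD, cut at about 25% in these data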
# Target sequence (P55210 whole entry D23A/D198A/D206A): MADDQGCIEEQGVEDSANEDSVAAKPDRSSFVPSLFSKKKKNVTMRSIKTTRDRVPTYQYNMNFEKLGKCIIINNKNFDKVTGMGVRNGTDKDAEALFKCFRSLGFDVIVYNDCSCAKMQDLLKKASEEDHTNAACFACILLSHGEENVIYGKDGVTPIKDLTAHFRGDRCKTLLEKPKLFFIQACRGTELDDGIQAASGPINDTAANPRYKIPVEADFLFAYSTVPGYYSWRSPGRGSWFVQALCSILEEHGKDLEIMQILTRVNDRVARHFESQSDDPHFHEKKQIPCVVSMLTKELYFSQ
#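 Replicates: singlicate. Assay system: Procaspase-7 triple mutant (PC-7 D3A). Signal: 405 nm absorbance of p-nitroaniline. Times: 1 h preincubation, 2 h reaction. Buffer or medium: Zinc-free HEPES pH 7.4 with 300 mM NaCl, 0.01% Triton X-100. Also added: DEVD-pNA substrate. Benchmarks: DMSO wells as 0%, DMSO with 5 µM added PC-7 as 100%.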
# Starred values were filed as active, the others as inactive; . = not tested or not shown; & = joins results of further samples.
SMILES,Efflux pump inh,HCV core dimer,JMJD2C inh,TPT1 inh,PP5 inh,proCasp3 act,PP1 counter,Fh CTSL1 inh,proCasp7 act
O=C(c1cccs1)N1CCOCC1,-0.1,-2,0,-2,1.6,12,-1,-3,-1
COc1ccc(CCC(=O)Nc2ccc(OC)c(S(=O)(=O)N3CCCCC3)c2)cc1,-0.2,.,-1,.,0.0,0,0,.,-2
O=C(CN1C(=O)NC2(CCCCC2)C1=O)Nc1ccc(F)cc1,-0.2,-3,-15,1,-1.1,10,4,0,6
C#CCN(C(=O)CC1C(=O)NCCN1C/C=C/c1ccccc1)C1CCCCC1 (stereo unspecified),-0.2,4,13,1,1.6,-8,-1,-4,4
CCn1nnnc1NCc1ccc(Cl)cc1,0.0,4,8,0,1.9,7,-3,-1,5
N/C(=N\OC(=O)CCC1CCCC1)c1ccc(Cl)cc1,-0.1,2,1,1,1.1,-6,-1,-7,0
COC(=O)c1ccc(C)c(NC(=O)CCSc2ccc(Cl)cc2)c1,-0.1,3,3,-4,3.0,-12,2,1,14
CC1CCN(c2ncnc3nc[nH]c23)CC1,-0.5,-8,-4,-3,0.5,14,1,-2,11
Cc1ccc(CSc2nc3ccccc3c(=O)n2CCCC(=O)NCc2ccco2)cc1,0.0,4,14,1,3.3,1,-5,-2,18
COc1cc(CNc2ccccc2SC)ccc1O,-0.1,-10,0,-1,1.5,-8,1,3,-2
Cc1nnc(SCC(N)=O)n1CC1CCCO1 (stereo unspecified),0.0,-11,-3,3,0.6,10,0,0,11
CCOc1ccccc1C(=O)Nc1ccccc1-c1ccccc1,0.2,6,2,-2,1.0,3,3,7,-2
Nc1cccc(Nc2ccccc2)c1,0.1,-10,10,3,-2.1,-10,-2,2,3
COCc1cc(C)nc2sc3c(=O)oc(C)nc3c12,0.0,-2,-2,-5,0.1,-4,-2,0,0
COc1cc(OC)c(OC)cc1CN1CCc2ccccc2C1,0.1,-7,-4,2,2.5,7,2,-3,1
COc1ccccc1NC(=O)/C(C#N)=C/c1cc([N+](=O)[O-])ccc1N1CCCC1,0.0,16,-2,38*,0.4,0,0,-1,-8
Cc1ccc(Nc2cc(-n3cccn3)ncn2)c(C)c1,0.0,6,-6,-3,-0.6,-3,-5,4,4
Cc1ccc(S(=O)(=O)NC(=O)Nc2cc(C)no2)cc1,0.0,3,-9,0,-1.6,1,-3,-2,1
COc1ccc(OC)c(N(CC(=O)N2CCCC2)S(=O)(=O)c2ccccc2)c1,0.5,-5,-4,4,-3.1,4,3,-1,-12
CC(C(=O)Nc1cc([N+](=O)[O-])ccc1Cl)N1CCN(c2ccc(O)cc2)CC1 (stereo unspecified),-0.1,38,-3,5,0.8,-11,3,1,-21
CC(=O)c1ccc(NC(=S)N2CCCC(CO)C2)cc1 (stereo unspecified),-0.2,-8,-19,-2,0.7,-3,0,2,-15
O=C(NCCc1cnccn1)C1CCC(=O)N(Cc2ccc(Cl)cc2)C1 (stereo unspecified),0.1,-16,11,-4,3.0,0,-1,-5,6
CCCC(=O)c1ccc(N2CCN(C(=O)c3ccccc3Br)CC2)c(F)c1,0.0,12,8,-4,1.2,2,0,-2,1
CCCCCCc1nnc(NC(=O)OCC)s1,0.2,1,-43,2,0.6,7,-3,2,-3
CCOC(=O)C1=C(C)Nc2[nH]c(=O)[nH]c(=O)c2C1c1cccs1 (stereo unspecified),-0.1,-3,10,-3,-0.3,1,3,1,15
CC(=O)c1ccc(N2C(=O)CC(N3CCN(S(=O)(=O)c4ccc(C)c(C)c4)CC3)C2=O)cc1 (stereo unspecified),0.2,.,5,.,.,-3,.,.,14
O=C1NC(=O)C(c2cccs2)(c2cccs2)N1,-0.2,-2,10,-2,0.3,0,0,3,1
COC(=O)c1ccccc1OCC(=O)N1CCN(c2ccc(F)cc2)CC1,0.0,-4,-4,-1,1.2,1,11,-1,1
COc1cc(C(=O)Nc2ccc3c(c2)nc(C)n3C)cc(OC)c1OC,0.1,-14,2,2,0.8,4,-4,0,-8
COC(=O)c1cc(S(=O)(=O)N2CCN(C(=O)c3ccco3)CC2)cn1C,0.1,2,2,3,-2.6,10,-5,0,2
O=Cc1c[nH]c2ccc(S(=O)(=O)N3CCOCC3)cc12,0.2,-8,-7,-3,1.2,11,-1,3,4
COC(=O)C1C2C=CC(C3CC23)C1C(=O)OCC(=O)c1ccc(OC)cc1 (stereo unspecified),0.0,-1,-6,2,3.2,2,-3,-1,1
O=C(NC(=S)Nc1cccc([N+](=O)[O-])c1)c1ccccc1,-0.2,-2,-1,-3,-1.2,-11,0,-2,-8
COC(=O)c1ccc(CNC(=O)c2cc(COc3cncc(Cl)c3)on2)cc1,0.0,7,18,0,2.3,5,-3,4,-3
CSc1ccccc1C(=O)N1CCC(n2nccc2NC(=O)C(C)(C)C)CC1,-0.1,3,-4,3,1.0,7,-2,-1,3
O=C(O)CSCC(=O)Nc1ccc(C(F)(F)F)cc1,0.0,-3,5,-4,2.0,3,-2,-1,5
CCc1ccc(OC(=O)c2cncc(Br)c2)cc1,0.0,9,7,-4,2.0,-6,-2,-3,-10
COc1cc([N+](=O)[O-])cc(/C=N/NC(=O)CSc2nnc(-c3ccccc3)n2C)c1O,-0.2,-4,9,-2,0.8,4,4,-2,8
CCOC(=O)C1(C)NC(c2ccc(OC)cc2OC)C2C(=O)N(c3cccc(OC)c3)C(=O)C21 (stereo unspecified),0.2,2,-7,1,2.5,5,0,-1,1
COc1cc(OC)cc(-c2c(-c3cccs3)c3cc(-c4ccc(SC)cc4)ccc3n2C)c1,0.3,.,0,.,0.4,3,3,.,11
CCOC(=O)N1CCC(NC(=O)c2cc(C(=O)NC3CCCC3)ccc2CO)CC1,0.0,4,-4&1,1,2.0,8,2,-3,-6
O=C(Cn1ncc(N2CCCC2)c(Cl)c1=O)c1ccc(Cl)cc1,0.1,6,7,1,-0.4,1,0,7,10
O=C(COc1cccc(Br)c1)N/N=C1\CCSC1,-0.2,-1,2,-1,2.5,-4,5,6,-1
COc1cccc(NC(=O)NC2(C(=O)N3CCN(C)CC3)CCCCC2)c1,0.0,0,4,0,2.2,4,1,-5,2
COc1cc(NC(=O)COc2cccc(C)c2C)ccc1NC(=O)c1ccco1,0.1,6,-5,2,-0.1,0,4,0,5
CSc1cccc(NC(=O)CN(C)S(=O)(=O)c2ccc(F)cc2)c1,-0.4,0,3,-1,0.3,-3,-1,-4,-1
CCCCSCCCNC(=O)c1ccc(CS(=O)(=O)c2ccccc2OC)o1,-0.2,7,-11,-5,-1.3,1,0,-2,9
CCn1c(CC(=O)Nc2ccccc2)nnc1SCC(=O)NC1=NCCS1,-0.3,-15,13,0,0.5,7,2,-1,1
CC(C)(C)c1cnnn1-c1cccc([N+](=O)[O-])c1,0.5,-1,-2,-2,-1.8,0,-6,1,11
Nc1ccccc1C(=O)NCc1ccc(Cl)cc1,0.1,3,10,-2,3.9,-4,1,3,9
Cc1ccc(-c2csc(NC(=O)CN3C(=O)CCC3=O)n2)cc1,0.0,-3,4,0,4.0,1,-2,3,3
Cc1ccc2cc(CCNS(=O)(=O)c3ccc(Cl)cc3)c(=O)[nH]c2c1C,0.0,8,-3,3,1.6,9,1,1,-3
Cc1ccc(S(=O)(=O)NCc2ccc(C(=O)NC3CCC(C)CC3)cc2)cc1 (stereo unspecified),0.2,6,3,1,-0.7,2,0,0,12
O=C(O/N=C/c1ccc2c(c1)OCO2)c1ccc([N+](=O)[O-])cc1,0.1,2,-1,-2,-0.7,-7,-2,0,9
CC(C)C(C(=O)NCC1CCCO1)N(Cc1ccco1)C(=O)CNS(=O)(=O)c1ccccc1 (stereo unspecified),0.2,5,-9&-3,-2,-1.3,4,-2,-1,1

# An excerpt of these results, bar-delimited:
mol | Efflux pump inh | HCV core dimer | JMJD2C inh | TPT1 inh | PP5 inh | proCasp3 act | PP1 counter | Fh CTSL1 inh | proCasp7 act
O=C(c1cccs1)N1CCOCC1 | -0.1 | -2 | 0 | -2 | 1.6 | 12 | -1 | -3 | -1
COc1ccc(CCC(=O)Nc2ccc(OC)c(S(=O)(=O)N3CCCCC3)c2)cc1 | -0.2 | . | -1 | . | 0.0 | 0 | 0 | . | -2
O=C(CN1C(=O)NC2(CCCCC2)C1=O)Nc1ccc(F)cc1 | -0.2 | -3 | -15 | 1 | -1.1 | 10 | 4 | 0 | 6
C#CCN(C(=O)CC1C(=O)NCCN1C/C=C/c1ccccc1)C1CCCCC1 (stereo unspecified) | -0.2 | 4 | 13 | 1 | 1.6 | -8 | -1 | -4 | 4
CCn1nnnc1NCc1ccc(Cl)cc1 | 0.0 | 4 | 8 | 0 | 1.9 | 7 | -3 | -1 | 5
N/C(=N\OC(=O)CCC1CCCC1)c1ccc(Cl)cc1 | -0.1 | 2 | 1 | 1 | 1.1 | -6 | -1 | -7 | 0
COC(=O)c1ccc(C)c(NC(=O)CCSc2ccc(Cl)cc2)c1 | -0.1 | 3 | 3 | -4 | 3.0 | -12 | 2 | 1 | 14
CC1CCN(c2ncnc3nc[nH]c23)CC1 | -0.5 | -8 | -4 | -3 | 0.5 | 14 | 1 | -2 | 11
Cc1ccc(CSc2nc3ccccc3c(=O)n2CCCC(=O)NCc2ccco2)cc1 | 0.0 | 4 | 14 | 1 | 3.3 | 1 | -5 | -2 | 18
COc1cc(CNc2ccccc2SC)ccc1O | -0.1 | -10 | 0 | -1 | 1.5 | -8 | 1 | 3 | -2
Cc1nnc(SCC(N)=O)n1CC1CCCO1 (stereo unspecified) | 0.0 | -11 | -3 | 3 | 0.6 | 10 | 0 | 0 | 11
CCOc1ccccc1C(=O)Nc1ccccc1-c1ccccc1 | 0.2 | 6 | 2 | -2 | 1.0 | 3 | 3 | 7 | -2

# Assay outcomes deposited in PubChem by several laboratories.
